Calpain2 inh – blocks pig calpain II enzyme activity; purified calpain II, fluorogenic peptide substrate, 30 min; inhibition, % at 16 µM; AID 1236; actives 0.37% (n = 220,000);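 active means inhibition above about 50%, limit read from the data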
EP2 antag – inhibitors of human EP2 prostaglandin E2 receptor. C6 glioma cells expressing human EP2, cAMP TR-FRET; cells stimulated with saturating PGE2. inhibition, % at 25 µM. actives 0.52% (n = 260,000). AID 1422;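 active means percent inhibition above 40 after rounding to a whole number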;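 further: rat C6 glioma host cells with rolipram phosphodiesterase inhibitor present; the protocol text gives 20 µM as final concentration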
EP2 mod – EP2 receptor (human) modulation | P43116 | EP2-expressing cells, cAMP HTRF FRET, PGE2 co-stimulation | induction, % at 25 µM | actives 0.83% (n = 260,000);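 active means compounds whose cAMP rise, as percent of the full-agonist control response, exceeds 60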;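 further: rat C6 glioma line stably carrying human EP2 under a CMV promoter; the protocol text gives 20 µM as final concentration; 100% = response of wells given 1 µM PGE2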
eIF4E 4G PPI – blocks eIF4E binding to eIF4G; AID 782; actives 0.37% (n = 220,000); inhibition, % at 21.7 µM; TR-FRET eIF4E-eIF4GI(517-606) binding, 2 h;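 active means inhibition above about 30%, limit read from the data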;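 further: 0% = full FRET control wells and 100% = background wells lacking eIF4GI fragment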
Rad51 HR inh – blocks human Rad51 in homologous recombination; AID 1385; hRad51 DNA strand exchange, fluorescence dequenching; inhibition, % at 10 µM; actives 0.085% (n = 200,000);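 active means inhibition above 40% at the single screening dose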;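 further: 0% = DMSO control wells and 100% = blanks with heterologous ssDNA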
Target sequence (Q06609 whole entry, looked up): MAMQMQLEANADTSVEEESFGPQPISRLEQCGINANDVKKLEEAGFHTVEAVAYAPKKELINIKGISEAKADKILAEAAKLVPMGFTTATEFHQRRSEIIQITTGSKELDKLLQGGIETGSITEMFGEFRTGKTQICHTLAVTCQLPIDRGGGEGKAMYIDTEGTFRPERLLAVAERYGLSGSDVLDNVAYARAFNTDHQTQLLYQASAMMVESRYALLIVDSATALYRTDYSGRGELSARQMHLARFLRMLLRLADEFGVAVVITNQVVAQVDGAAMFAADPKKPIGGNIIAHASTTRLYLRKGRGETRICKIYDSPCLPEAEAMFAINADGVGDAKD
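Material: Human Rad51 nucleoprotein filaments preassembled on unlabelled ssDNA | Also added: Labelled 47-mer dsDNA for strand exchange | Dosing: Single dose, 10 µM final compound | Schedule: 30-min compound preincubation and 15-min exchange, both room temperature | Technique: Fluorescence dequenching at 485/520 nm | Measure: Percent inhibition relative to plate controls and blanks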
14-3-3 Bad PPI – disrupts binding of bovine 14-3-3 zeta to phospho-Bad peptide; P63103; TR-FRET 14-3-3zeta/Dy647-pBad peptide displacement, 1 h; inhibition, % at 21.7 µM; actives 0.71% (n = 220,000);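 active means inhibition above about 70%, limit read from the data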;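 further: 0% = full 14-3-3 plus peptide FRET controls and 100% = background without 14-3-3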
TbHK1 inh – T. brucei hexokinase 1 inhibition. recombinant TbHK1, G6PDH-coupled NADH A340. inhibition, % at 10 µM. actives 0.11% (n = 220,000). AID 1430;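 active means inhibition of 50% or more in the single-dose primary screen; inactive means inhibition below 50%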
Hck Nef HTS – inhibitors of human Hck kinase activated by Nef; P08631; Recombinant Hck-YEEI plus Nef, Z-Lyte FRET kinase assay; inhibition, % at 20 µM; actives 0.68% (n = 220,000);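 active means Hck-Nef kinase inhibition above about 50%, limit read from the data; inactive means inhibition below that limit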;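 further: 0% = DMSO with Hck plus Nef and 100% = Hck alone without Nef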
Target sequence (P08631 whole entry, looked up): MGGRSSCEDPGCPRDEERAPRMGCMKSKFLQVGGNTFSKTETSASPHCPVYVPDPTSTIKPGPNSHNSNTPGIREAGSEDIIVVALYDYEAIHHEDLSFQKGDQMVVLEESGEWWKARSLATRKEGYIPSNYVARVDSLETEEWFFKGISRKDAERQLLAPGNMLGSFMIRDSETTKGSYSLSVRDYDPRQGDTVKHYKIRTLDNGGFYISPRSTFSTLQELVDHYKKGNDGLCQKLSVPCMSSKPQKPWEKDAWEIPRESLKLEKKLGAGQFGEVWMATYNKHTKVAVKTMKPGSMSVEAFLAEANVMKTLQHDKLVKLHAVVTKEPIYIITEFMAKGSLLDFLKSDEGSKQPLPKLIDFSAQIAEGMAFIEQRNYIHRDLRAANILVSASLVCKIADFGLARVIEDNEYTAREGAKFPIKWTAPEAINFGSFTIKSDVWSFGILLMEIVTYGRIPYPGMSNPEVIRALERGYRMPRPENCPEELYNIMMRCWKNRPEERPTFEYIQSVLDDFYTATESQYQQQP
L929 necroptosis – L929 zVAD cell death inhibition | L929 zVAD necroptosis rescue, ATP luminescence, 24 h; with zVAD 60 µM | viability rescue, % at 10 µM | actives 0.38% (n = 220,000) | AID 1377;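 active means activation, scaled between plate controls, above about 75%, limit read from the data; inactive means activation under that limit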;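 further: 0% = zVAD with DMSO and 100% = DMSO alone without zVAD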
Starred values were filed as active, the others as inactive; i = inactive; nt = not tested or not shown; [ ] = dose if it differs, or a comment. Not all compounds are listed; the hit share may differ from the screen's.

SMILES	Calpain2 inh	EP2 antag	EP2 mod	eIF4E 4G PPI	Rad51 HR inh	14-3-3 Bad PPI	TbHK1 inh	Hck Nef HTS	L929 necroptosis
c1ccc2c(c1)CC1(CCCCC1)n1nnnc1-2	0	8	8	2[fluorescence artefact?]	-2	-6	1	12	0.2
CC(C)NCC(O)COc1c(F)cc(Br)cc1F (stereo not given)	-14	9	4	2	-8	-17	7	-1	-0.2
COc1ccc(C(=O)CSc2nnc3ccccn23)cc1OC	10	5	-25	-1	7	10	-11	1	1.6
CCOC(=O)N1CCC(NC(=O)c2cc(C)c3c(C)nn(-c4ccccc4)c3n2)CC1	i	11	33	-7	-5	41[fluorescence artefact?]	-5	0	-0.3
Cc1cc(Cl)c(S(=O)(=O)Nc2ccc(Cl)cn2)cc1OCC(N)=O	10	8	18	6	1	-2	0	4	1.5
Cc1nc(C)c(C(=O)NCCC(c2ccccc2)c2ccccc2)o1	-57	8	-21	0	-1	92*	-1	4	40
Cn1cc(S(=O)(=O)Nc2ccc(F)cc2F)c(=O)n(C)c1=O	-42	10	7	1[fluorescence artefact?]	3	5[fluorescence artefact?]	15	1	0.1
CCOC(=O)c1c(NS(=O)(=O)c2cccc(OC)c2)sc2c1CCC2	-58	2	28	4	7	6	0	7	1.0
O=C(NN=C1CCCCC1)c1cc(-c2ccccc2)n[nH]1	-7	10	3	4	nt	-24[fluorescence artefact?]	21	4	0.9
CCc1nnc(NC(=O)CCC(=O)N2CCN(c3ccccn3)CC2)s1	-22	nt	-7	8	nt	38	-5	2	1.1
Cc1ccc(S(=O)(=O)N2CCN(C(=O)CC(C)(C)C)CC2)cc1	-30	6	9	2	1	-17	-2	-1	0.2
COc1cc(NC2c3ccccc3C(=O)N2c2ccc(C)cn2)cc(OC)c1OC (stereo not given)	-34	17	23	0[fluorescence artefact?]	-7	6	-6	13	-0.6
O=C(COC(=O)CNC(=O)c1cccs1)Nc1ccccc1C(F)(F)F	3	9	2	5	4	-2	0	-12	1.8
Cn1c(CCC(=O)Nc2ccc(N3CCOCC3)cc2)nc(=O)c2ccccc21	15	2	20	-2	6	-5	3	7	3.7
CNCc1sccc1C	35	9	5	1	nt	9	-1	0	0.4
Cc1cc(C)n(CC2CC(=O)N(c3ccc(F)c(Cl)c3)C2=O)n1 (stereo not given)	1	17	-3	3	-12	0	-2	0	-0.3
O=C(COc1ccc2ccccc2c1)NC1CC1	9	16	-46	-3	13	14	-4	3	-0.2
CCOc1ccc(S(=O)(=O)N2CCN(Cc3ccccc3)CC2)c2cccnc12	-8	7	-40	-9	1	4	-9	1	0.8
CCOc1ccc2cc(/C=C/C(=O)c3ccco3)c(Cl)nc2c1	-120	nt	-29	-68	nt	10	-16	-6	1.0
COc1ccc(C(=O)CCN2CCCCCC2)cc1	-17	7	2	13	-4	15	-7	2	0.3

14 of these compounds, reformatted.
smiles,Calpain2 inh,EP2 antag,EP2 mod,eIF4E 4G PPI,Rad51 HR inh,14-3-3 Bad PPI,TbHK1 inh,Hck Nef HTS,L929 necroptosis
c1ccc2c(c1)CC1(CCCCC1)n1nnnc1-2,0,8,8,2[fluorescence artefact?],-2,-6,1,12,0.2
CC(C)NCC(O)COc1c(F)cc(Br)cc1F (stereo not given),-14,9,4,2,-8,-17,7,-1,-0.2
COc1ccc(C(=O)CSc2nnc3ccccn23)cc1OC,10,5,-25,-1,7,10,-11,1,1.6
CCOC(=O)N1CCC(NC(=O)c2cc(C)c3c(C)nn(-c4ccccc4)c3n2)CC1,i,11,33,-7,-5,41[fluorescence artefact?],-5,0,-0.3
Cc1cc(Cl)c(S(=O)(=O)Nc2ccc(Cl)cn2)cc1OCC(N)=O,10,8,18,6,1,-2,0,4,1.5
Cc1nc(C)c(C(=O)NCCC(c2ccccc2)c2ccccc2)o1,-57,8,-21,0,-1,92*,-1,4,40
Cn1cc(S(=O)(=O)Nc2ccc(F)cc2F)c(=O)n(C)c1=O,-42,10,7,1[fluorescence artefact?],3,5[fluorescence artefact?],15,1,0.1
CCOC(=O)c1c(NS(=O)(=O)c2cccc(OC)c2)sc2c1CCC2,-58,2,28,4,7,6,0,7,1.0
O=C(NN=C1CCCCC1)c1cc(-c2ccccc2)n[nH]1,-7,10,3,4,nt,-24[fluorescence artefact?],21,4,0.9
CCc1nnc(NC(=O)CCC(=O)N2CCN(c3ccccn3)CC2)s1,-22,nt,-7,8,nt,38,-5,2,1.1
Cc1ccc(S(=O)(=O)N2CCN(C(=O)CC(C)(C)C)CC2)cc1,-30,6,9,2,1,-17,-2,-1,0.2
COc1cc(NC2c3ccccc3C(=O)N2c2ccc(C)cn2)cc(OC)c1OC (stereo not given),-34,17,23,0[fluorescence artefact?],-7,6,-6,13,-0.6
O=C(COC(=O)CNC(=O)c1cccs1)Nc1ccccc1C(F)(F)F,3,9,2,5,4,-2,0,-12,1.8
Cn1c(CCC(=O)Nc2ccc(N3CCOCC3)cc2)nc(=O)c2ccccc21,15,2,20,-2,6,-5,3,7,3.7

The list continues:
SMILES	Calpain2 inh	EP2 antag	EP2 mod	eIF4E 4G PPI	Rad51 HR inh	14-3-3 Bad PPI	TbHK1 inh	Hck Nef HTS	L929 necroptosis
CCOC(=O)N1CCN(CC(=O)N2c3ccccc3CCc3ccccc32)CC1	-10	4	20	-1	6	36	0	21	1.6
CCCSc1nc(C)cc(C)c1C(N)=O	-6	10	15	0	-4	-3	6	1	0.1
COc1ccc(CC(=O)Nc2cc(C)on2)cc1	21	8	-3	-4	-11	-6	4	0	-0.1
Cc1cccc(C)c1Nc1nnc(SCC(=O)Nc2ncc(C(F)(F)F)cc2Cl)s1	6	13	29	3[fluorescence artefact?]	nt	0	3	5	0.0
N#Cc1cc(-c2ccccc2)oc1NC(=O)c1ccco1	1	5	17	15	-5	-15	-21	-5	-0.7
CCCn1nnc(NC(=S)NC(=O)c2cccs2)n1	5	3	18	14[fluorescence artefact?]	2	-8[fluorescence artefact?]	-6	1	0.3
CC(C)CC(NC(=O)C(NC(=O)OC(C)(C)C)C(C)C)C(N)=O (stereo not given)	-21	9	27	0	1	-1	-2	15	0.9
Cn1ccc(=NC=C(C#N)C#N)c2ccccc21	-2	5	5	0	-19	-11	-1	17	0.9
CC(=O)N=C1SC2CS(=O)(=O)CC2N1c1ccc(-c2nc3ccc(C)cc3s2)cc1 (stereo not given)	-62	9	-18	0[fluorescence artefact?]	-6	66[fluorescence artefact?]	-13	10	1.7
Nc1cccc(-c2cn3cccnc3n2)c1	-14	4	-15	2	8	-10	-25	14	1.9
O=C(CCN1C(=O)C2C3C=CC(C3)C2C1=O)Nc1ccc2c(c1)OCO2 (stereo not given)	-22	14	3	3	-6	0	0	6	0.9
O=C(Nc1ccc(OCc2ccccc2)cc1)c1cccc([N+](=O)[O-])c1	9	9	-11	-3	3	-16	40	1	0.9
Cc1c(N(C)C(=O)c2ccc3c(c2)OCO3)c(=O)n(-c2ccccc2)n1C	-10	3	0	-1	-1	1	6	-3	-0.5
CCCCCCCCCCCC(=O)NC1CCS(=O)(=O)C1 (stereo not given)	-11	3	-9	-5	3	-6	-7	17	4.7
Cc1cc(C)nc(/N=C(/NC(=O)Nc2ccc(Cl)c(Cl)c2)Nc2ccccc2)n1	-19	4	8	0[fluorescence artefact?]	7	8	-7	-1	1.5
CCn1cnc2sc(C(=O)N(Cc3ccc(N(C)C)cc3)Cc3ccco3)c(C)c2c1=O	-30	11	29	nt	-2	nt	-1	-8	0.3
Cn1c(=O)c2c(-c3ccccc3)n(-c3ccccc3O)cc2n(C)c1=O	-32	8	44	-13	13	-16[fluorescence artefact?]	-7	1	1.3
COc1ccc2oc(C)c(C(=O)c3ccc([N+](=O)[O-])cc3)c2c1	23	6	19	-2	0	-13	-6	6	0.1
CCCOc1ccc(-c2nnn(CC(=O)c3c[nH]c4ccccc34)n2)cc1	9	11	-21	-21	-10	1	-9	8	0.2
O=c1cc(-c2cccc(F)c2)[nH]c2ccccc12	-3	20	21	2	-1	20	-14	-3	-1.4
Cc1cc(NCCN2CCCCC2)n2c(nc3ccccc32)c1C#N	i	13	25	-8	-17	6	0	29	0.7
CC(=O)N1CCC2(CC1)CC(=O)c1cc(OCC(=O)NCc3ccc(C)cc3)ccc1O2	i	9	17	-9	nt	11	1	1	-0.3
COc1ccc(C(C)=O)cc1COC(=O)C(CO)NS(=O)(=O)c1ccc(Br)cc1 (stereo not given)	21	2	13	-3	5	-1	3	25	1.1
O=C(c1ccco1)N1CCN(C(c2ccccc2Cl)c2nnnn2Cc2ccco2)CC1 (stereo not given)	-5	nt	4	6	nt	79*	1	1	-0.5
O=C(CN1CCOCC1)Nc1ccc2c(c1)OC(F)(F)O2	-7	1	12	-1	-9	-23	-2	18	1.3
CCOC(=O)NC(=O)/C(N=Nc1cc(C)cc(C)c1)=C(\C)O	35	4	34	0	-12	5	3	-8	1.2
FC(F)(F)c1cc(CCN2C(=S)NC[C@@H]2c2ccccc2)cc(C(F)(F)F)c1	4	9	17	0	5	-4	-4	22	-0.3
CCN(CC)C(C)C(=O)Nc1c2c(cc3c1CCC3)CCC2 (stereo not given)	20	4	23	6	1	-5	-5	3	0.0
CC1=C(C(=O)NC(C)c2ccc3c(c2)OCCO3)C2(CCC(C)CC2)OC1=O (stereo not given)	10	5	24	1	-5	-3	7	14	-0.5
COc1ccc(C2C(C#N)=C(N)N(c3cccnc3)C3=C2C(=O)CC(C)(C)C3)cc1OC (stereo not given)	-120	5	19	-4[fluorescence artefact?]	nt	-11	-10	-15	nt
Cn1cc(S(=O)(=O)Nc2ccc3c(c2)OCCO3)cn1	-22	4	3	2	nt	89*	-5	13	0.9
S=C(Nc1ccccc1Cl)Nc1ccc(Cl)cc1Cl	-1	20	-22	-13	-3	-13	8	1	-0.1
CC(C)Cc1nnc(NC(=O)CSc2ccccn2)s1	-28	12	12	12	-3	2	-4	-3	1.4
CN(C)S(=O)(=O)c1ccc(NC(=O)C2CC3C=CC2C3)cc1 (stereo not given)	11	2	13	-2	-1	1[fluorescence artefact?]	6	0	0.3
Cc1onc(-c2ccccc2)c1-c1csc(COc2ccccc2)n1	10	12	19	1	-4	-2	5	9	0.8
O=C(c1cccc(F)c1)N1CCCC(C(=O)N2CCN(c3ccccc3)CC2)C1 (stereo not given)	-12	11	-31	0	14	0	-7	15	0.3
COc1cc2c(cc1NC(=O)CSc1nc3ccc(C)cc3[nH]1)oc1ccccc12	-33	13	15	-6	9	-30	-2	1	24
Cc1ccc2c(c1)NC(=O)C(CC(=O)O)O2 (stereo not given)	-7	4	11	-1	2	1	-2	17	0.7

From PubChem BioAssay
